Assay outcomes (PubChem)
RGS4 inh = RGS4 inhibitors, primary screen, cell-based, HEK293 M3R inducible RGS4, calcium flux. B-score at 10 µM. Regulator of G-protein signaling 4 (Homo sapiens), P49798. 310,000 compounds, 0.45% hits. Fluo-4 calcium flux; active compounds read high; triggered by carbachol at its EC20;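 active = B-score, a plate-corrected calcium signal, over three deviations above library mean, with baseline fluorescence within five deviations of library mean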;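 note: RGS4 expression induced by doxycycline in cells with stable M3 receptor; B-score is computed from the integrated fluorescence ratio over baseline after carbachol; higher B-score means a larger calcium signal and so more RGS4 inhibition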
TRPC6 inh = mouse TRPC6 channel inhibitors, primary screen, cell-based, HEK293, membrane potential dye; Short transient receptor potential channel 6 (Mus musculus), Q61143; ACh-evoked depolarization; active compounds read low; B-score at 10 µM; AID 2553, 2010; 310,000 compounds, 1.1% hits;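 active = B-score under library mean minus 3 SD, initial fluorescence not abnormally high, positive integrated signal ratio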;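 note: B-score derived from integrated fluorescence ratio over the kinetic read; more negative B-score means stronger inhibition of depolarization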
SKKanGAS inh = S. pyogenes SKKanGAS growth inhibitors in kanamycin, primary screen, streptokinase expression inhibitor project, SKKanGAS strain, BacTiter-Glo luminescence | AID 1662, 2009 | 6 h | 300,000 compounds, 1.3% hits | inhibition, % at 7.5 µM;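 active = mean replicate score, as percent of positive control median, at least 50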;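 note: strain carries kanamycin resistance gene driven by streptokinase promoter and grows in 40 µg/ml kanamycin; loss of luminescence reflects streptokinase promoter inhibition or plain growth inhibition; 0% = median of DMSO wells and 100% = positive control at its reference dose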
TRPC6 activator = mouse TRPC6 channel activators, primary screen, cell-based, HEK293, membrane potential dye; AID 2550, 2010; 310,000 compounds, 0.13% hits; Short transient receptor potential channel 6 (Mus musculus), Q61143; HEK293-TRPC6 membrane potential dye fluorescence; active compounds read high; B-score at 10 µM;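 active = B-score of the integrated fluorescence ratio above library mean plus 3 SD, and starting fluorescence ratio within library mean plus 5 SD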;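 note: higher score means more depolarization so channel activation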
RGS4 act = RGS4 potentiators or activators, primary screen, cell-based, HEK293 M3R inducible RGS4, calcium flux. B-score at 10 µM. 310,000 compounds, 0.92% hits. carbachol calcium flux Fluo4; active compounds read low. AID 463111, 2010;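 active = B-score of the integrated calcium signal more than 4 SD below the library mean, with starting fluorescence not abnormally high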;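 note: negative B-score means reduced calcium response which marks RGS4 activation or potentiation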
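System – HEK293 FlpIn-TREx cells, stable M3R, doxycycline-inducible RGS4 · Reagent – ECmax carbachol challenge · Times – compound preincubation 20 min at room temperature before agonist · Technique – Fluo4 fluorescence kinetic imaging of calcium · Measure – B score of integrated Fluo4 ratio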
HIF activator = HIF pathway transcriptional activators, primary screen, cell-based, U2OS HRE-luciferase, luminescence | U2OS HRE-luciferase reporter; normalized: DMSO 0%, desferrioxamine 100% | activation, % at 7.5 µM (by protocol) | 300,000 compounds, 0.32% hits | AID 1910, 2009;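 active = mean activation of at least 10% of the iron chelator positive control signal, with at least half of replicates also reaching 10%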
MrgX1 PAM = positive allosteric modulators of MrgX1, primary screen, HEK293 cells, Fluo-4 calcium flux | Mas-related G-protein coupled receptor member X1 (Homo sapiens), Q96LB2 | FDSS; active compounds read high | B-score at 10 µM | 310,000 compounds, 0.63% hits | AID 588675, 2011;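 active = plate-corrected calcium response at least 3 library SD above typical, normal starting fluorescence, not activating the receptor alone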;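 note: compound read alongside a low EC10 to EC30 dose of BAM8-22 agonist; peak minus trough fluorescence over baseline measured at the second addition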
MrgX1 ag = agonists of human MrgX1 receptor, primary screen, HEK293 cells, Fluo-4 calcium flux; Mas-related G-protein coupled receptor member X1 (Homo sapiens), Q96LB2; Fluo-4 calcium fluorescence, agonist mode; active compounds read high; 310,000 compounds, 0.44% hits; B-score at 10 µM;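 active = calcium response B-score plate-corrected fluorescence ratio at least 3 library SD, with starting fluorescence B-score inside 5 SD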
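Material: HEK293 cells stably expressing human MrgX1 receptor | Quantity: 15,000 cells per well | Times: Cells plated overnight, dye loaded 0.5 h 37 °C, 0.5 h room temperature | Measured by: Kinetic Fluo-4 NW fluorescence of intracellular calcium | Control set: Positive and negative controls per plate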
Platelet DG rel = inhibitors of platelet dense granule secretion, primary screen, cell-based, MLPCN, human platelets; human platelet-rich plasma, SFLLRN dense granule ATP release, luminescence; inhibition, %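 (compounds screened at 7.5 µM in platelet-rich plasma)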; 300,000 compounds, 0.22% hits;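 active = mean replicate score, as percent of positive control, at or above 50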
MrgX1 antagonist = antagonists of human MrgX1 receptor, primary screen, HEK293 cells, Fluo-4 calcium flux | BAM8-22 antagonism; active compounds read low | B-score at 10 µM | 310,000 compounds, 1.3% hits | AID 588676, 2011;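 active = calcium-response B-score plate-corrected more than 3 library SD below zero, starting fluorescence within 5 deviations, no agonist response on first addition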;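 note: peak minus trough fluorescence over baseline after final BAM8-22 challenge near maximal dose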
TRPC4 inh = inhibitors of mouse TRPC4 channel, primary screen, Fluo4 calcium, HEK293 TRPC4beta/mu-opioid cells; Short transient receptor potential channel 4 (Mus musculus), Q9QUQ5; DAMGO-evoked Fluo4 calcium flux; active compounds read low; B-score at 10 µM; 300,000 compounds, 0.39% hits; AID 2247, 2010;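 active = B-score over 3 SD under the library average, no early fluorescence shift, positive overall ratio signal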
Target sequence (Q9QUQ5 whole entry, looked up): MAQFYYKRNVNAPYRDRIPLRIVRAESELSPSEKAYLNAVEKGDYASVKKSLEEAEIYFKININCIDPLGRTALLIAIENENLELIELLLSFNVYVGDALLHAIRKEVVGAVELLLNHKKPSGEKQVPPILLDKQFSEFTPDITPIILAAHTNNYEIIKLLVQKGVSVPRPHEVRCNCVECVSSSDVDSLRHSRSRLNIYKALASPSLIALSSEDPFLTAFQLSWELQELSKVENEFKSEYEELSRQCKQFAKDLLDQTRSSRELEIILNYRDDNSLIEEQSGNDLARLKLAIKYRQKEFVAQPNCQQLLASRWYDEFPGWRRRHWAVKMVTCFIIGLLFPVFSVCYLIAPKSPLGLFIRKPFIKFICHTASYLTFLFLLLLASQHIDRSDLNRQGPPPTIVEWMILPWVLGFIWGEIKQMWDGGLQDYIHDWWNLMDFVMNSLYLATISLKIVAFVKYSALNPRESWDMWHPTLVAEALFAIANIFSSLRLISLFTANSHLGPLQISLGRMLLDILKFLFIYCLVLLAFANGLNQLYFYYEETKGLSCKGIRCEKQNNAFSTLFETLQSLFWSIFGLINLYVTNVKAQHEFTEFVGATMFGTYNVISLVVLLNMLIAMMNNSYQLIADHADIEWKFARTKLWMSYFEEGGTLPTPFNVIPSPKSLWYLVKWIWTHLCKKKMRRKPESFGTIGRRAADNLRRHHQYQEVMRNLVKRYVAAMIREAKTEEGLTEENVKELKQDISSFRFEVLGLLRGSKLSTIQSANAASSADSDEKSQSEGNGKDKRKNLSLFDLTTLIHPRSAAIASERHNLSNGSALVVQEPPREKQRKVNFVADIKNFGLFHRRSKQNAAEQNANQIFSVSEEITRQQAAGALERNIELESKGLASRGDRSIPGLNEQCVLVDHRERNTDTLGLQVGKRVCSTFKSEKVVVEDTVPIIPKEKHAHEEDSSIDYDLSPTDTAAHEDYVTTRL
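Assay system – HEK293 line stably carrying TRPC4beta and mu-opioid receptor · Doses – single dose · Detection – Fluo4 calcium-dye fluorescence, kinetic read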
* hit, by the source's call; i = inactive; · = not tested or not shown.

SMILES | RGS4 inh | TRPC6 inh | SKKanGAS inh | TRPC6 activator | RGS4 act | HIF activator | MrgX1 PAM | MrgX1 ag | Platelet DG rel | MrgX1 antagonist | TRPC4 inh
CN(C)/C=N/c1c(C(=O)NCc2ccccc2)nnn1Cc1ccccc1 | i | i | -6 | i | i | 0.0 | i | i | 2 | i | i
COc1ccccc1CC(=O)NCC(c1ccco1)N1CCCCC1 (configuration not stated) | i | i | -11 | i | i | -0.2 | i | i | 10 | i | i
O=C(O)CSc1nnc(-c2ccc(Cl)cc2Cl)n1-c1ccc(Br)cc1 | i | i | 4 | i | i | 0.3 | i | i | 8 | i | i
Cc1ccc(C2NC(c3ccc(C)cc3)C(C)C(=NO)C2C)cc1 (configuration not stated) | i | i | -1 | i | i | 0.1 | 12* | i | -4 | i | i
Cc1ccc(Cl)cc1N1CCN(S(C)(=O)=O)CC1 | i | i | -1 | i | i | -0.3 | i | i | -6 | i | i
O=C(COc1ccc(S(=O)(=O)N2CCCCC2)cc1Cl)N1CCOCC1 | i | i | 3 | i | i | 0.3 | i | i | -3 | i | i
CN(C(=O)CCc1nnc(-c2ccc(-c3ccccc3)cc2)o1)C1CCOCC1 | i | i | 20 | i | i | -1.6 | i | i | -9 | i | i
CN1CCC(N(C)S(=O)(=O)c2ccc(NC(=O)COc3cccc(C(F)(F)F)c3)cc2)CC1 | i | i | -10 | i | i | -0.2 | i | i | -6 | i | i
CCn1c(SCC(=O)Nc2nc3ccccc3s2)nnc1-c1ccc(Br)cc1 | i | i | 3 | i | i | -2.0 | i | i | 8 | i | i
COC(=O)c1ccccc1NC1CC(=O)N(c2c(C)cccc2C)C1=O (configuration not stated) | i | i | 3 | i | i | 0.3 | i | i | 7 | i | i
CC(=O)c1cccc(NC(=O)c2ccc(NC(=O)CCS(=O)(=O)c3cccs3)cc2)c1 | i | i | 0 | i | i | -0.6 | i | i | -4 | i | i
COc1ccc(CNS(=O)(=O)c2ccc(C)cc2)cc1 | i | i | -2 | i | i | -0.2 | i | i | -5 | i | ·
Cc1cccnc1NC(=O)CCNC(=O)c1ccc(Cl)cc1 | i | i | 6 | i | i | -0.2 | i | i | -4 | i | i
Cc1ccc(N2C(=O)CC(N3CCN(C)CC3)C2=O)cc1 (configuration not stated) | i | i | -1 | i | i | 1.8 | · | · | 0 | · | i
N#Cc1sc2nc(-c3ccccc3)cc(C(F)(F)F)c2c1N | i | i | 17 | i | i | -0.8 | · | · | 3 | · | i
CCC(O)(C#CCN1CCCCC1)CC | i | i | 0 | i | i | -0.2 | i | i | -5 | i | i
C[N+](C)(C)C(Cc1c[nH]c2ccccc12)C(=O)[O-] (configuration not stated) | i | i | 1 | i | i | 0.0 | · | · | -1 | · | i
CC(=O)c1ccc(N(C(=O)Cn2nnc3ccccc32)C(C(=O)NC2CCCCC2)c2cn(C)nc2C)cc1 (configuration not stated) | i | i | -2 | i | i | -0.2 | · | · | -1 | · | i
Cc1cccc(OCCNc2cc(N3CCOCC3)ccc2[N+](=O)[O-])c1 | i | i | -5 | i | i | 1.1 | i | i | -2 | i | i
CC(C)NC(=O)Cn1c(=O)n(CC(=O)N2CCCCC2)c(=O)c2sccc21 | i | i | -3 | i | i | 0.4 | i | i | -14 | i | i
O=C(O)c1cccnc1SC1CC(=O)N(c2ccccc2)C1=O (configuration not stated) | i | i | -1 | i | i | -0.1 | i | i | 8 | i | i
Cc1ccc(NS(=O)(=O)c2ccc3c(c2)NC(=O)CO3)cc1 | i | i | -7 | i | i | 0.0 | i | i | 14 | i | i
O=C(COc1ccc(Cl)cc1Cl)Nc1nnc(C2=COCCO2)o1 | i | i | 3 | i | i | 0.0 | i | i | 1 | i | i
CCC(=O)N1CCN(c2ccc(NC(=O)c3ccc([N+](=O)[O-])o3)cc2Cl)CC1 | i | i | 18 | i | i | -0.9 | · | · | 2 | · | i
O=S(=O)(NC1CCCCC1)c1cccc(-c2nnc(-c3ccccc3)o2)c1 | i | i | -4 | i | i | -0.1 | i | i | -13 | i | i
O=C(CCC(=O)N1CCOc2ccc(Cl)cc21)NCCCN1CCC(Cc2ccccc2)CC1 | i | i | 1 | i | i | -0.6 | i | i | -2 | i | i
COc1ccc(C(=O)NCC(=O)NCC2COc3ccccc3O2)cc1 (configuration not stated) | i | i | 0 | i | i | -0.3 | i | i | 1 | i | i
COc1ccc(NC(=O)CNS(=O)(=O)c2ccc(Cl)cc2)cc1 | i | i | -1 | i | i | -0.4 | i | i | -9 | i | i
CC(=O)N1N=C(c2ccc(C)cc2)CC1c1ccco1 (configuration not stated) | i | i | -1 | i | i | 1.8 | i | i | -14 | i | i
CCOC(=O)CC1COc2ccccc2N1C(=O)c1cccc([N+](=O)[O-])c1 (configuration not stated) | i | i | 0 | i | i | 0.3 | i | i | -1 | i | i
CN1CCC2(CC1)NC(=O)NC2=O | i | i | 1 | i | i | 0.4 | i | i | -2 | i | i
O=C1/C(=C/c2ccco2)Cc2ccccc21 | i | i | 0 | i | i | 1.0 | i | i | 11 | i | i
CCn1c(=O)n(CC)c2cc(N3CCCC3)c(NC(=O)c3ccccc3F)cc21 | i | i | -3 | i | i | -0.6 | i | i | 10 | i | i
CSCCC(NC(C)=O)C(=O)OCC(=O)N(c1ccccc1)c1ccccc1 (configuration not stated) | i | i | 4 | i | i | -0.5 | i | i | -4 | i | i
CCN(C(C)=O)c1nnc(CSc2nc3ccccc3s2)s1 | i | i | -19 | i | i | 3.6 | · | · | -4 | · | i
COc1ccc(CC(=O)Nc2nn(C)c3nc4c(C)cccc4cc23)cc1 | i | i | -12 | i | i | 0.5 | i | i | -35 | i | i
CCc1ccc(C(=O)OCC(=O)Nc2cccc(S(=O)(=O)NC3=NCCCCC3)c2)cc1 | i | i | -9 | i | i | -0.3 | i | i | 7 | i | i
Oc1ccc(N2Cc3ccccc3C2)cc1 | i | i | 3 | i | i | 1.2 | i | i | 0 | i | i
NC(=O)c1nnn(-c2nonc2N)c1-c1ccc([N+](=O)[O-])cc1 | i | i | 0 | i | i | 0.5 | i | i | -1 | i | i
CCOC(=O)C1C(=O)CC(C)(O)C(C(=O)OCC)C1c1ccc(OCC)cc1 (configuration not stated) | i | i | 5 | i | i | -0.1 | i | i | 12 | i | i
CN(CC(=O)Nc1ccc(N2CCOCC2)cc1)C(=O)CCNC(=O)c1ccc(Br)cc1 | i | i | -9 | i | i | 0.4 | i | i | -3 | i | i
CCC1=C(OC(=O)N(CC)CC)N2C(=O)OC(=NCCc3c[nH]c4ccccc34)[C@]2(C)[C@H]2C1=CC[C@H]1C(=O)NC(=O)[C@H]12 | i | i | -4 | i | i | 0.2 | i | i | -1 | i | i
O=[n+]1cc(-c2ccc(F)cc2)n([O-])c2c1CCC2 | i | i | -1 | i | i | -1.8 | i | i | 0 | i | i
Cc1ccc(SCc2cc(=O)n3[nH]cnc3n2)cc1 | i | i | 5 | i | i | -0.1 | i | i | -1 | i | i
CCN1CCN(c2ccc(NC(=O)c3ccc4c(c3)OCO4)cc2)CC1 | i | i | -7 | i | i | 1.9 | i | i | -3 | i | i
CCc1ccc(NC(=O)c2cc(-c3ccc(F)cc3)on2)cc1 | i | i | 5 | i | i | -0.1 | i | i | 8 | i | i
CCOc1ccccc1C(=O)NCC(=O)NCC(c1ccc(OC)cc1)N1CCOCC1 (configuration not stated) | i | i | -16 | i | i | 0.2 | i | i | 3 | i | i
C/C(=N\NC(=O)CNC(=O)C(c1ccccc1)c1ccccc1)c1ccc(C)cc1 | i | i | -1 | i | i | -1.3 | i | i | 13 | i | i
CCn1c(-c2ccc(-c3ccccc3)cc2)c[nH]c1=S | i | i | 22 | i | i | 0.7 | i | i | -1 | i | i
CCCc1c(C(=O)N/N=C/c2ccc(OC)c(OCc3ccccc3)c2)nnn1-c1nonc1N | i | i | 21 | i | i | 1.2 | i | i | -12 | i | i

(list continues)
SMILES | RGS4 inh | TRPC6 inh | SKKanGAS inh | TRPC6 activator | RGS4 act | HIF activator | MrgX1 PAM | MrgX1 ag | Platelet DG rel | MrgX1 antagonist | TRPC4 inh
O=c1c2ccccc2nc(-c2ccccc2)n1CCCn1ccnc1 | i | i | 2 | i | i | 0.0 | i | i | -1 | i | i
CCOc1ccccc1N1CCN(CC(=O)Nc2ncc(C)s2)CC1 | i | i | 6 | i | i | -0.8 | i | i | 6 | i | i
O=C(NCCC(=O)N1CCc2ccccc21)c1ccccc1Cl | i | i | -3 | i | i | 0.0 | i | i | -3 | i | i
CC1=CSC2=NC(=O)/C(=C/c3cccc(OC(=O)c4ccco4)c3)C(=N)N12 | i | i | -5 | i | i | -31 | 29* | i | -11 | i | i
O=C(C/C=N\OCc1ccc([N+](=O)[O-])cc1)Nc1ccc(Br)cc1 | i | i | 9 | i | i | 0.1 | i | i | -3 | i | i
O=C(Nc1cscc1S(=O)(=O)c1ccc(Cl)cc1)c1ccccc1Cl | i | i | 3 | i | i | -0.5 | i | i | 6 | i | i
C=CCn1c(C)cc(C(=O)COC(=O)C2CC(=O)N(CCc3ccc(OC)c(OC)c3)C2)c1C (configuration not stated) | i | i | -6 | i | i | -0.3 | i | i | -21 | i | i
Cc1nc2ccc(NC(=O)N(C(C)C)C(C)C)cc2s1 | i | i | 3 | i | i | 0.8 | i | i | 5 | i | i
COC(=O)[C@@H](NC(=O)O[C@@H]1C(=O)c2cc(Br)ccc2O[C@H]1c1cccc(OC)c1)C(C)C | i | i | 14 | i | i | 2.0 | i | i | 8 | i | i
CCOC(=O)c1sc(Nc2cccc(C)c2C)nc1C | i | i | 5 | i | i | 0.2 | i | i | 4 | i | i
